# SKKanGAS inh – blocks kanamycin growth of S. pyogenes SKKanGAS strain; BacTiter-Glo, 6 h; inhibition, % at 7.5 µM; 300,000 tested, 1.3% active;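 active means mean replicate score, as percent of positive control median, at least 50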;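 further: strain carries kanamycin resistance gene driven by streptokinase promoter and grows in 40 µg/ml kanamycin; loss of luminescence reflects streptokinase promoter inhibition or plain growth inhibition; 0% = median of DMSO wells and 100% = positive control at its reference dose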
# MrgX1 antag – human MrgX1 receptor antagonism, primary screen; 310,000 tested, 1.3% active; Q96LB2; B-score at 10 µM; MRGX1-HEK293 calcium flux, Fluo-4, BAM8-22 antagonism; stronger effect = lower value;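 active means calcium-response B-score plate-corrected more than 3 library SD below zero, starting fluorescence within 5 deviations, no agonist response on first addition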;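 further: peak minus trough fluorescence over baseline after final BAM8-22 challenge near maximal dose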
# TMEM16A inh – mouse TMEM16A channel inhibition, primary screen; 310,000 tested, 1.2% active; Q8BHY3; HEK293 TMEM16A/YFP iodide influx fluorescence, ionomycin; normalized B-score (activity score, 25-100; higher = stronger inhibition) at 10 µM;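 active means ratio plate-corrected score three or more library SD toward inhibition, starting fluorescence score within five deviations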;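 further: score derived from kinetic fluorescence span divided by baseline fluorescence per well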
# TRPC6 activator – activators of mouse TRPC6 channel | 310,000 tested, 0.13% active | B-score at 10 µM | Q61143 | AID 2550 | HEK293-TRPC6 membrane potential dye fluorescence; stronger effect = higher value;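 active means B-score of the integrated fluorescence ratio above library mean plus 3 SD, and starting fluorescence ratio within library mean plus 5 SD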;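 further: higher score means more depolarization so channel activation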
# Target sequence (Q61143 whole entry, looked up): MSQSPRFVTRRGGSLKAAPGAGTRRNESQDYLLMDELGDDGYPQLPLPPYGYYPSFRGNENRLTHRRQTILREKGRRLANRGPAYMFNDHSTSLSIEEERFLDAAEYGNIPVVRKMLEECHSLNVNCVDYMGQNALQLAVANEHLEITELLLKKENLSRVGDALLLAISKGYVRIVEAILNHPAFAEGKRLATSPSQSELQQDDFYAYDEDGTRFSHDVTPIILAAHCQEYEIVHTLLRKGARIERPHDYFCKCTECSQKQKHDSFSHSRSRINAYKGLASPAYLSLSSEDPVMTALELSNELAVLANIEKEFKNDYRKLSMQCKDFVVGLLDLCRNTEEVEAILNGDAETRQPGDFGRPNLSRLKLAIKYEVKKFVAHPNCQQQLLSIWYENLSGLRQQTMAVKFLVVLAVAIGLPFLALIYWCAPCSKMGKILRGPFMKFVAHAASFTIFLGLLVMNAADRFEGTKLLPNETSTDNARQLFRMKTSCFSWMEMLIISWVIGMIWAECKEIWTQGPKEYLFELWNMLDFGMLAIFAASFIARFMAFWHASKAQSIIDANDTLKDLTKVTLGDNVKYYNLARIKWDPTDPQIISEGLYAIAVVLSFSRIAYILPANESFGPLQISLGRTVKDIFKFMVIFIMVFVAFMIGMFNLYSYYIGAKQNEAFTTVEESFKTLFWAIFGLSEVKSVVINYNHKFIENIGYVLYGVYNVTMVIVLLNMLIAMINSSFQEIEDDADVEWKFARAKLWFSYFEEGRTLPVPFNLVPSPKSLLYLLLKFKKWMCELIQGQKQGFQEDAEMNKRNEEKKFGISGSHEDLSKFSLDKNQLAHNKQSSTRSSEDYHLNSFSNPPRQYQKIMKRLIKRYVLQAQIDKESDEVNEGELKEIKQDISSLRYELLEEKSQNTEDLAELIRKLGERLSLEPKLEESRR
# RGS4 inh – inhibitors of human RGS4 | AID 463165 | B-score at 10 µM | 310,000 tested, 0.45% active | HEK293 M3R/RGS4 inducible, Fluo-4 calcium flux; stronger effect = higher value; triggered by carbachol at its EC20;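 active means B-score, a plate-corrected calcium signal, over three deviations above library mean, with baseline fluorescence within five deviations of library mean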;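 further: RGS4 expression induced by doxycycline in cells with stable M3 receptor; B-score is computed from the integrated fluorescence ratio over baseline after carbachol; higher B-score means a larger calcium signal and so more RGS4 inhibition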
# Target sequence (P49798 whole entry, looked up): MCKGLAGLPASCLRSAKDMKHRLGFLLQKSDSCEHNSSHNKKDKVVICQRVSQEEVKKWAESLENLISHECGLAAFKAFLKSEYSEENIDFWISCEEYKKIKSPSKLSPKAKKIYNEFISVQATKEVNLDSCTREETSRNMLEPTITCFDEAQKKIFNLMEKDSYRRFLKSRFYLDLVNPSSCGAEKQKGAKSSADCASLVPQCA
# HDAC3 inh – blocks human histone deacetylase 3. inhibition, % at 8.3 µM. recombinant HDAC3, fluorogenic peptide/trypsin coupled, fluorescence. O15379. 320,000 tested, 0.15% active; in the data active means inhibition above about 26%, passing the limit was not always enough
# RGS4 act – potentiators or activators of RGS4; HEK293 M3R/inducible RGS4, carbachol calcium flux Fluo4; stronger effect = lower value; AID 463111; 310,000 tested, 0.92% active; B-score at 10 µM;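 active means B-score of the integrated calcium signal more than 4 SD below the library mean, with starting fluorescence not abnormally high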;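 further: negative B-score means reduced calcium response which marks RGS4 activation or potentiation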
#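 Material: Inducible-RGS4 HEK293 cells carrying M3 receptor; also added: carbachol at ECmax as muscarinic agonist stimulus; incubation: compound preincubation 20 min at room temperature before agonist; signal: Fluo4-AM (2 µM) calcium-flux fluorescence, kinetic read; measure: integrated calcium ratio converted to B score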
# MrgX1 allo act – allosterically activates human MrgX1 receptor signaling | B-score at 10 µM | 310,000 tested, 0.63% active | AID 588675 | MrgX1-HEK293, Fluo-4 calcium flux, FDSS; stronger effect = higher value;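 active means plate-corrected calcium response at least 3 library SD above typical, normal starting fluorescence, not activating the receptor alone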;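 further: compound read alongside a low EC10 to EC30 dose of BAM8-22 agonist; peak minus trough fluorescence over baseline measured at the second addition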
# MrgX1 ag – agonists of human MrgX1 receptor | Q96LB2 | MrgX1-HEK293 cells, Fluo-4 calcium fluorescence, agonist mode; stronger effect = higher value | B-score at 10 µM | 310,000 tested, 0.44% active | AID 588627;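 active means calcium response B-score plate-corrected fluorescence ratio at least 3 library SD, with starting fluorescence B-score inside 5 SD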
#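 Material: HEK293 cells stably expressing human MrgX1 receptor | Quantity: 15,000 cells per well | Times: Cells plated overnight, dye loaded 0.5 h 37 °C, 0.5 h room temperature | Measured by: Kinetic Fluo-4 NW fluorescence of intracellular calcium | Control set: Positive and negative controls per plate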
# TMEM16A act – activates or potentiates the mouse TMEM16A chloride channel | Q8BHY3 | B-score at 10 µM | 340,000 tested, 0.3% active | AID 623877 | HEK293 TMEM16A/YFP-H148Q/I152L, iodide quench fluorescence; stronger effect = lower value;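 active means fluorescence-ratio B-score plate-corrected deviation score at least 3 library SD below zero, with starting fluorescence score within 5 deviations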;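 further: channel opened by trigger with iodide after compound preincubation; score built on the fluorescence ratio of max minus min over baseline; more negative score means more quench and so TMEM16A activation or potentiation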
# TRPC6 inh – blocks the mouse TRPC6 cation channel; AID 2553; HEK293-TRPC6, membrane potential dye, ACh-evoked depolarization; stronger effect = lower value; B-score at 10 µM; 310,000 tested, 1.1% active; Q61143;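 active means B-score under library mean minus 3 SD, initial fluorescence not abnormally high, positive integrated signal ratio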;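 further: B-score derived from integrated fluorescence ratio over the kinetic read; more negative B-score means stronger inhibition of depolarization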
# An asterisk follows results filed as active; i = inactive; . = no result given.
SMILES,SKKanGAS inh,MrgX1 antag,TMEM16A inh,TRPC6 activator,RGS4 inh,HDAC3 inh,RGS4 act,MrgX1 allo act,MrgX1 ag,TMEM16A act,TRPC6 inh
CN(CC(=O)Nc1ccc(F)cc1[N+](=O)[O-])Cc1ccccc1,4,i,i,i,i,-7,i,i,i,i,i
CC(NCc1ccc2c(c1)OCO2)C(=O)NC1CCCCC1 (stereo unspecified),-3,i,i,i,i,-6,i,i,i,i,i
O=C(CCNC(=O)c1ccc(Br)cc1)Nc1cc(Cl)ccc1-n1cncn1,-3,i,i,i,i,0,i,i,i,i,i
CC(C)NC(=O)C1CCCN(S(=O)(=O)c2cccs2)C1 (stereo unspecified),3,i,i,i,i,-1,i,i,i,i,i
CS(=O)(=O)NCCSCc1c(F)cccc1Cl,4,i,i,i,i,-3,i,i,i,i,i
Cc1ccnc(N2CCN(C(=O)CSc3nc4ccccc4nc3N3CCCCC3)CC2)c1,9,i,i,i,i,7,i,i,i,i,i
O=C(CCSc1ccc(Cl)cc1)NN=C1CCCCCC1,-8,i,i,i,i,0,i,i,i,i,i
COc1ccccc1CN1C(=O)CNC1=S,0,i,i,i,i,2,i,i,i,i,i
COc1cc(/C=N/NC(=O)c2cccnc2)ccc1OCC(=O)Nc1ccccc1Cl,1,i,i,i,i,12,i,i,i,i,i
O=C(CCc1ccccc1)NNC(=O)C12CC3CC(CC(C3)C1)C2,-7,i,i,i,i,3,i,i,i,i,i
CCOC(=O)c1c(C)n(C)c2ccc(OC)c(NC(=O)CCN3CCC(Cc4ccccc4)CC3)c12,7,i,i,i,i,2,i,i,i,i,-5.2*
CC(=O)Nc1sc(N/N=C/c2ccc(O)cc2)nc1-c1ccc(C)cc1,19,i,i,i,i,-9,i,i,i,i,i
CCOc1ccc(C2N(c3ccc(F)cc3)C(=O)C3CCCN32)cc1 (stereo unspecified),0,i,i,i,i,-1,i,i,i,i,i
CCOc1ccc(CCNC(=O)COC(=O)c2ccc(F)c(S(=O)(=O)N3CCOCC3)c2)cc1OCC,5,-5.6*,i,i,i,-4,i,i,i,i,i
COc1cccc(CC(=O)Nc2ccccc2N2CCCC2)c1,-2,i,i,i,i,-20,i,9.4*,i,i,i
O=C(CSc1nc(-c2ccc(F)cc2)cs1)N1CCOCC1,-5,-9.2*,i,i,i,3,i,i,i,i,i
Cc1ccc(NS(=O)(=O)c2c(C)[nH]c(=O)[nH]c2=O)c(C)c1,-3,i,i,i,i,-3,i,i,i,i,i
O=C(COC(=O)c1cnc(Cl)c(Cl)c1)NCc1ccco1,3,i,i,i,i,3,i,i,i,i,i
C=CCn1c(C)cc(C(=O)CSc2nnc(NCc3ccccc3)s2)c1C,.,i,i,i,i,-3,i,i,i,i,i
COc1cccc(C(=O)N2CCN(S(=O)(=O)Cc3ccccc3)CC2)c1OC,-2,i,i,i,i,1,i,i,i,i,i
CCCC(=O)n1nc(-c2ccco2)nc1N,1,i,i,i,i,40*,i,i,i,i,i
CCOC(=O)c1nn(-c2ccc(OCC)cc2)c2nc(-c3ccco3)c(C#N)c(=O)n12,1,i,i,i,i,1,i,i,i,i,i
COC(=O)c1cccc(CSc2nnc(-c3ccco3)n2-c2ccccc2)c1,-3,i,i,i,i,15,i,i,i,i,i
Cc1noc(/C=C/Nc2ccc(F)cc2F)c1[N+](=O)[O-],-6,i,i,i,i,-2,i,i,i,i,i
O=C(NCCCN1CCOCC1)c1ccc(NS(=O)(=O)c2ccccc2)cc1,7,i,i,i,i,1,i,i,i,i,i

# (list continues)
SMILES,SKKanGAS inh,MrgX1 antag,TMEM16A inh,TRPC6 activator,RGS4 inh,HDAC3 inh,RGS4 act,MrgX1 allo act,MrgX1 ag,TMEM16A act,TRPC6 inh
CC(=O)c1ccc(NC(=O)CSc2ccc3nnc(-c4cccnc4)n3n2)cc1,-3,i,i,i,i,.,i,i,i,i,i
CC(=O)c1cnc(Oc2cc(Cl)ccc2Cl)nc1C,1,i,i,i,i,1,i,i,i,i,i
O=C(Nc1cc(Cl)ccc1-n1cncn1)c1ccco1,-1,i,i,i,i,-3,i,i,i,i,i
Cc1cc(C(=O)Cn2nc(C(=O)O)c3ccccc3c2=O)c(C)n1C1CC1,5,i,i,i,i,0,i,i,i,i,i
O=C(/C=C/c1cccs1)N1CCC2(CC1)Oc1ccc(F)cc1C(=O)C21CC(c2ccccc2)=NO1 (stereo unspecified),33,i,i,i,i,-2,i,i,i,i,i
COc1cccc(C(=O)Oc2ccc(/C=N/Nc3ccc(C(=O)O)cc3)cc2OC)c1,55*,i,i,i,i,4,i,i,i,i,i
O=C(CN1C(=O)C2C3C=CC(C3)C2C1=O)OCC(=O)c1ccc([N+](=O)[O-])cc1 (stereo unspecified),-10,i,i,i,i,-1,i,i,i,i,i
COc1ccccc1CNC(=O)COC(=O)Cc1c[nH]c2ccccc12,2,i,i,i,i,6,i,i,i,i,i
O=C(N/N=C/c1cccnc1)c1cccc(NC(=O)c2cccc(Br)c2)c1,2,i,i,i,i,2,i,i,i,i,i
CCN(CC)S(=O)(=O)c1ccc(Cl)c(C(=O)NCC2CCCO2)c1 (stereo unspecified),-8,i,i,i,i,3,i,i,i,i,i
Cc1ccc(C(=O)N(CCc2ccccc2)Cc2ccccc2)cc1S(=O)(=O)N1CCCCC1,-3,i,i,i,i,8,-8.5*,i,i,i,i
Cc1ccc2nc(SCC(=O)N3CCC(Cc4ccccc4)CC3)nc(=O)n2c1,-2,i,100*,i,i,.,i,i,i,i,i
CC(C)(C)N1CC(c2nc3ccccc3n2Cc2ccc(F)cc2)CC1=O (stereo unspecified),-1,i,i,i,i,2,i,i,i,i,i
CCc1nnc(NC(=O)CSc2nc(-c3ccccc3)c(-c3ccccc3)o2)s1,2,i,i,i,i,-1,i,i,i,i,i
O=C(Nc1ccccc1C(=O)Nc1ccccc1C(=O)O)c1ccccc1,33,i,i,i,i,-2,i,i,i,i,i
OCc1cnc(SCc2ccccc2)n1Cc1ccccc1,6,i,i,i,i,7,i,i,i,i,i
CCCC(=O)OCCNc1cc(Sc2nc3ccccc3[nH]2)c2nonc2c1[N+](=O)[O-],26,i,i,i,i,2,i,i,i,i,i
COc1ccc(Cl)cc1S(=O)(=O)N1CCN=C1Cc1ccccc1,0,i,i,i,i,2,i,i,i,i,i
CC(NC(=O)c1ccco1)c1nc(-c2ccc(C(C)(C)C)cc2)no1 (stereo unspecified),3,i,i,i,i,6,i,i,i,i,i
COc1ccc(/C=N\NC(=O)c2ccccc2Br)cc1COc1c(F)c(F)cc(F)c1F,15,i,i,i,i,-8,i,i,i,i,i
C=CCN1C(=O)C2(OCCCO2)c2cccc(C)c21,-1,i,i,i,i,0,i,i,i,i,i
O=C(CCc1ccccc1)NNC(=O)COc1ccc([N+](=O)[O-])cc1,-1,i,i,i,i,1,i,i,i,i,i
COc1ccc(NC(=O)C(=O)NCC(=O)Nc2cc(OC)ccc2OC)cc1,2,i,i,i,i,-3,i,i,i,i,i
O=C(O)Cn1c(=O)c2c3c(sc2n(Cc2ccc(F)cc2)c1=O)CCCC3,5,i,i,i,i,7,i,i,i,i,i
CCN(CC)CCCNC(=O)Cn1cnc2ccc(S(=O)(=O)N3CCC(C)CC3)cc2c1=O,-3,i,i,i,i,1,i,i,i,i,i

# (cont.)
SMILES,SKKanGAS inh,MrgX1 antag,TMEM16A inh,TRPC6 activator,RGS4 inh,HDAC3 inh,RGS4 act,MrgX1 allo act,MrgX1 ag,TMEM16A act,TRPC6 inh
O=C(CNS(=O)(=O)c1ccc(Br)cc1)NC1CCCC1,0,i,i,i,i,-1,i,i,i,i,i
COc1cc(NC(=O)c2ccc3c(c2)OCCO3)ccc1NC(=O)c1ccco1,5,i,i,i,i,1,i,i,i,i,i
OCCC1CN(Cc2cccn2-c2ncccn2)CCN1Cc1ccccc1 (stereo unspecified),-4,i,i,i,i,-8,i,i,i,i,i
CCc1nnc(SCC(=O)Nc2ccc(C(C)=O)cc2)nc1CC,0,i,i,i,i,1,i,i,i,i,i
CCCc1nnc(NC(=O)CCC(=O)N2CCN(S(=O)(=O)c3ccc(OC)cc3)CC2)s1,-2,i,i,i,i,10,i,i,i,i,i
Nc1nnc(-c2ccccc2)c(-c2ccccc2)n1,-4,i,i,i,i,-2,i,i,i,i,i
O=C(CN1CCCN(S(=O)(=O)c2ccc(Br)cc2)CC1)Nc1ccc2c(c1)OCO2,1,.,.,i,i,.,i,.,.,.,i
O=C(NNc1ccc(F)cc1F)c1c(F)cccc1Cl,5,i,i,i,i,6,i,i,i,i,i
Cc1ccc(S(=O)(=O)N(C)CC(=O)NCCc2c[nH]c3ccccc23)cc1,-1,i,i,i,i,2,i,i,i,i,i
CCO[C@@H]1OC(C(=O)N2CCN(Cc3ccc4c(c3)OCO4)CC2)=C[C@H](c2ccc(Br)cc2)[C@H]1CCCO,7,i,i,i,i,-2,i,i,i,i,i
CCCNC(=O)NC1C(NC(=O)NCCC)N(C)C(=O)N1C (stereo unspecified),1,i,i,i,i,1,i,i,i,i,i
O=C(O)CCn1c(SCCc2ccccc2)nc2ccccc21,-2,i,i,i,i,-1,i,i,i,i,i
CCn1c(=N)n(CC(O)c2ccccc2)c2ccccc21 (stereo unspecified),-3,i,i,i,i,1,i,i,i,i,i
CC(=O)Nc1sc(C)c(C)c1CN1CCN(S(=O)(=O)c2ccccc2)CC1,0,i,i,i,i,1,i,i,i,i,i
O=C(CCC1CCCN(C(=O)c2cc(C3CC3)[nH]n2)C1)N1CCN(c2ccccn2)CC1 (stereo unspecified),4,i,i,i,i,-3,i,i,i,i,i
O=C(NCCN1CCCC1)c1ccc2c(c1)N(Cc1ccc(F)cc1)C(=O)c1ccccc1S2=O (stereo unspecified),6,i,i,i,i,-2,i,i,i,i,i
NS(=O)(=O)c1ccc(NC(=S)NC(=O)C2CCCCC2)cc1,3,i,i,i,i,2,i,i,i,-4.7*,i
Cc1cc2c(=O)n(Cc3ccco3)c(SCC(=O)c3ccc(Cl)s3)nc2s1,-7,i,25*,i,i,27*,i,i,i,i,i
O=C(Nc1ccccc1)/C(=C/c1ccc(F)cc1)NC(=O)c1ccco1,1,i,i,i,i,2,i,i,i,i,i
OC(COCC1COc2ccccc2O1)CN1CCN(c2ccccc2F)CC1 (stereo unspecified),6,i,i,i,i,-1,i,i,i,i,i
COc1ccccc1N1CCN(C(=O)Oc2ccccc2)CC1,1,i,i,i,i,3,i,i,i,i,i

# Screens deposited in PubChem BioAssay by several laboratories.
